HKDC1 inh = HKDC1 hexokinase inhibitors, primary screen, biochemical, fluorescence, uHTS; AID 493160, 2011; recombinant HKDC1, G6PDH/diaphorase resazurin coupled fluorescence; 340,000 tested, 0.16% active; Q2TB90; inhibition, % at 20 µM;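 active = inhibition above about 35% when tested at 20 µM, limit read from the data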;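 note: plate controls were DMSO wells with enzyme for no effect and DMSO wells lacking enzyme for full effect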
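Test system: recombinant HKDC1 (HK5) hexokinase enzyme, produced in-house / Doses: 20 µM test compound, 1% DMSO / Timing: 90 min, room temperature / Detection: G6PDH/diaphorase-coupled fluorescence, 1 mM NADP, 100 µM resazurin, 525/613 nm / Control set: DMSO wells with and without enzyme mix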
SENP7 block = SENP7 protease inhibitors, primary screen, biochemical, luminescence, uHTS | inhibition, % at 5 µM | Sentrin-specific protease 7 (Homo sapiens), Q9BQF6 | 330,000 tested, 1.5% active | recombinant SENP7, Z-RLRGG-aminoluciferin luminescence, 40 min;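 active = inhibition above about 50% at the single test dose, limit read from the data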;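 note: plate controls were DMSO with enzyme for no effect and no enzyme buffer wells for full effect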
Target sequence (Q9BQF6 706-1050 limits assumed): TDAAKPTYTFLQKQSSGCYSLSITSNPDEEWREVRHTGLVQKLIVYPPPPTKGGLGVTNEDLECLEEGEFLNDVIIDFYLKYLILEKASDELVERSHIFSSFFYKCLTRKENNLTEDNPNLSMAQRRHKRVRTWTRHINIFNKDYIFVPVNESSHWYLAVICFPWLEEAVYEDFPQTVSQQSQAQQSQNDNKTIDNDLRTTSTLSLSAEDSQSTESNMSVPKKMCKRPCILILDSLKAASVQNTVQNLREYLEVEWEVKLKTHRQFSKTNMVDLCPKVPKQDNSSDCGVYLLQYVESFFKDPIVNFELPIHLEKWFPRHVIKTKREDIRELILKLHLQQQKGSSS
PfGluPho inh = PfG6PD enzyme inhibitors, primary screen, biochemical, fluorescence intensity, uHTS. inhibition, % at 20 µM. AID 504690, 2011. PfGluPho enzyme, NADPH resazurin-diaphorase fluorescence. glucose-6-phosphate dehydrogenase-6-phosphogluconolactonase (Plasmodium falciparum 3D7). 350,000 tested, 0.78% active;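 active = inhibition reaching at least a set limit at 20 µM in the primary screen, cut at about 59% in these data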;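 note: 0% = DMSO wells with substrate and 100% = DMSO wells lacking glucose-6-phosphate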
SENP6 inh = SENP6 protease inhibitors, primary screen, biochemical, luminescence, uHTS. inhibition, % at 10 µM. AID 2599, 2010. Sentrin-specific protease 6 (Homo sapiens), Q9GZR1. 330,000 tested, 1.8% active. Recombinant SENP6 catalytic domain, aminoluciferin luminescence;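 active = inhibition above about 50% at the single tested dose, limit read from the data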;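 note: plate controls were DMSO wells with enzyme for no effect and DMSO wells lacking enzyme for full effect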
Target sequence (Q9GZR1 628-1112 limits assumed): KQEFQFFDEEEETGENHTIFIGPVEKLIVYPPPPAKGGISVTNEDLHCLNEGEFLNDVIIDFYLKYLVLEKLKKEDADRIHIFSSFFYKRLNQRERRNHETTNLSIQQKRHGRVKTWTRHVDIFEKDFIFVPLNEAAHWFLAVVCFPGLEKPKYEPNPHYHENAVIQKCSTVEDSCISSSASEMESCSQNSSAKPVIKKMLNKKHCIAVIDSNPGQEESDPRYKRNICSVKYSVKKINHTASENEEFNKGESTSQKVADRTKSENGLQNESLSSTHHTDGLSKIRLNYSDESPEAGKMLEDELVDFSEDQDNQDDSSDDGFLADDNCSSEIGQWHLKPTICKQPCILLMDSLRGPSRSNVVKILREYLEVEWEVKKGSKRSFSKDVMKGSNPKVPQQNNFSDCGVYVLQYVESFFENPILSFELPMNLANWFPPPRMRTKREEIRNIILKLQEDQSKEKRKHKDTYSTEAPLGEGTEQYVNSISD
MPTP inh = mitochondrial permeability transition pore inhibitors, primary screen, biochemical, isolated mouse mitochondria, absorbance. Ca2+ swelling absorbance, 30 min. inhibition, % at 10 µM. 360,000 tested, 1.4% active;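 active = inhibition of 50% or more, scaled per plate between neutral and stimulator controls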;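 note: 0% = DMSO wells given calcium and 100% = 1 mM EGTA wells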
ATG4B inh = ATG4B protease inhibitors, primary screen, biochemical, fluorescence, uHTS | Cysteine protease ATG4B (Homo sapiens), Q9Y4P1 | 340,000 tested, 0.51% active | ATG4B cleavage of LC3-PLA2, NBD-HPC fluorescence, 1 h | AID 504462, 2011 | inhibition, % at 8.33 µM; in the data active = inhibition above about 40%
GRIN3A LBD mod = binders of NR3A ligand-binding domain, primary screen, biophysical, differential scanning fluorimetry, uHTS. 340,000 tested, 2.5% active. Glutamate receptor ionotropic, NMDA 3A (GRIN3A) ligand-binding domain. NR3A LBD differential scanning fluorimetry, Tm shift; 0% = protein alone, 100% = glycine-bound protein. Tm shift relative to glycine control, % at 25 µM. AID 1259313, 2017;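 active = melting temperature shift of at least 10% of the positive control shift, at one fixed dose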
SENP8 block = human SENP8 protease inhibitors, primary screen, biochemical, fluorescence, Nedd8 protein substrate, uHTS; recombinant SENP8; inhibition, % at 20 µM; 360,000 tested, 0.64% active; Sentrin-specific protease 8 (Homo sapiens), Q96LD8; in the data active = inhibition mostly above about 40%, no sharp cut-off; inactive = mostly below about 27%
Target sequence (Q96LD8 whole entry, looked up): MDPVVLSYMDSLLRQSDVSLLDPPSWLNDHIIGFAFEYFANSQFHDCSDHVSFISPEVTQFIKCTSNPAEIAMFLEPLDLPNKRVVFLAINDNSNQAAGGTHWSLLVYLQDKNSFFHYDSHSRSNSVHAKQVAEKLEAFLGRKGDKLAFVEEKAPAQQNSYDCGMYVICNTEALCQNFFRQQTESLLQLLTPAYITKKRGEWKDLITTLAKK
Active calls of the source: *; · = no result given. Rows are unselected; overall some 6.9% were active at least once.

Compound	HKDC1 inh	SENP7 block	PfGluPho inh	SENP6 inh	MPTP inh	ATG4B inh	GRIN3A LBD mod	SENP8 block
CC(=O)c1ccc(OCCCC(=O)Nc2cccc(S(=O)(=O)N(C)C)c2)cc1	-4	2	-17	4	-2.6	-1	-2	2
CCCc1nnc(NC(=O)c2cc3ccccc3oc2=O)s1	-6	-6	-9	7	-5.0	-6	0	0
COc1ccc(CNC(=O)C2CCN(S(=O)(=O)c3ccc4c(c3)C(C)(C)C(=O)N4C)CC2)cc1	-3	-2	0	-6	-1.6	-10	0	5
Cc1ccc(CNCCCSc2nc(C)cc(C)n2)cc1	0	2	9	-26	1.2	-1	-1	7
COc1ccc(-c2nc3c(c(=O)n(C)c(=O)n3C)n2CC2CC(c3ccccc3)=NO2)cc1OC (stereo not drawn)	-48	13	-51	10	3.0	-10	-2	-453
CCc1cccc(NC(=O)Cn2c3[n+](c4ccc(C(F)(F)F)cc42)CCCCC3)c1	-13	1	-3	-14	0.3	15	7	16
CC(C)c1nc(CNC(=O)CC2C(=O)NCCN2Cc2ccc(F)cc2Cl)cs1 (stereo not drawn)	-5	11	0	-8	0.6	-10	-1	-57
Cc1ccc(CNC(=O)/C=C/c2ccccc2Cl)cc1	-5	9	14	11	-1.8	-2	1	2
O=C(CCCn1c(SCC(=O)c2ccc(Cl)cc2)nc2ccccc2c1=O)NCc1ccco1	3	-16	4	2	7.7	1	2	28
Cc1ccc(NC(=O)CN(C)C(=S)NC2CC2)cc1	-2	7	1	-4	0.2	0	2	14
CCn1c(SCc2ccc([N+](=O)[O-])cc2)nnc1C(C)NC(=O)c1ccc(C)cc1 (stereo not drawn)	-5	-6	12	9	0.3	-6	-2	6
Cc1ccnc2nc(C(=O)OCC(=O)Nc3ccc4c(c3)OCCO4)nn12	1	-8	-11	18	-3.5	8	-2	21
Cc1ccc(NC(=O)Cc2ccccc2)cc1S(=O)(=O)N1CCOCC1	-7	4	8	-4	-0.3	-6	-1	9
Cc1ccc(NC(=O)C(=O)NCCCN2CC(C(=O)O)CC2=O)cc1 (stereo not drawn)	-6	1	2	-30	-0.1	2	2	14
CC(C)Cc1nnc(NC(=O)c2ccc3c(=O)n4c(nc3c2)CCC4)s1	1	-6	-21	-9	-0.4	-1	-2	-56
CN(C(=O)c1cccc(C(F)(F)F)c1)C1CCCc2ccccc21 (stereo not drawn)	0	2	8	-5	-1.1	-7	-1	14
O=C(Nc1cccc(N2CCCC2)c1)c1cccs1	-2	-5	26	-14	0.6	14	-15	-47
CC(C)(O)C#Cc1ccc(C(=O)N2CCC(CCC(=O)NC3CC3)CC2)cc1	-3	-9	9	8	-1.4	-3	3	-5
CC1CC(C)CN(CCCNC(=O)c2ccc3nc(N4CCOCC4)sc3c2)C1 (stereo not drawn)	-2	0	-12	-12	-1.1	-7	-2	0
O=C(Cc1ccc(Cl)cc1)Nc1cccc(S(=O)(=O)N2CCCCC2)c1	1	5	9	-6	4.3	-9	0	1
CCOC(=O)c1sc(NC(=O)CSc2nc(-c3ccco3)cc(C(F)(F)F)n2)c(C(=O)OC)c1C	11	1	-13	2	1.3	13	2	-10
CCCCN(C)C(=O)c1nc2ccccn2c1CN1CCN(C(=O)c2cccs2)CC1	-6	2	-6	9	0.5	-2	0	1
COc1ccc(N=C2O/C(=C/c3sc(=S)n(CC4CCCO4)c3O)N=C2C#N)cc1 (stereo not drawn)	-2	1	11	0	14	2	3	19
O=C(Cc1cccs1)Nc1nc2c(ccc3ccccc32)s1	6	-6	5	-16	2.9	-11	11*	20
Cc1ccc(C)c(CN2CCC(CNC(=O)Nc3ccc(F)c(Cl)c3)CC2)c1	-2	2	8	-19	2.2	1	-2	16
Cc1noc(NS(=O)(=O)c2ccc(N/C=C\C(=O)c3ccc(Br)cc3)cc2)c1C	-4	-11	-8	-13	0.8	-6	2	-57
CCN(C(=O)COC(=O)c1ccc(Br)o1)C1CCCCC1	3	5	-24	6	-0.9	-5	-5	14
COc1ccc(CCNC(=O)CSc2nc(O)c(CCC(C)C)c(=O)[nH]2)cc1OC	-8	6	1	-15	0.2	-5	0	7
CC1=C(C)CC(C(=O)NC2CCCC2)C(C(=O)O)C1 (stereo not drawn)	3	-19	6	-7	-0.5	1	0	5
CC(=O)NC12CC3CC(C1)CC(C(=O)N1CCN(S(=O)(=O)c4ccc(Cl)s4)CC1)(C3)C2	2	7	0	7	0.8	2	0	2
COc1ccc(CNc2cc(C)ccn2)cc1	4	-7	-18	-3	0.3	-4	10*	10
CCN(CC)C(=O)CSc1nnc(-c2ccccn2)n1Cc1ccccc1	-6	-3	-1	-20	0.2	-6	0	13
Cc1c(NC(=O)CN2C(=O)NC(C)(c3ccccc3Cl)C2=O)c(=O)n(-c2ccccc2)n1C (stereo not drawn)	-7	-3	1	0	5.2	-1	-2	15
CCCn1c(C(C)Nc2nc(-c3ccc(C)cc3)cs2)nc2ccccc21 (stereo not drawn)	3	2	9	-5	1.5	-3	-10	3
CC(C)[C@H](NS(=O)(=O)c1ccccc1)C(=O)OCC(=O)NC(=O)c1cccn1C	-1	11	-5	60*	-1.7	-13	-4	3
CCCCOC(=O)c1ccc(NC(=O)C(=O)NCc2ccco2)cc1	-4	6	-10	13	0.1	-1	-7	5
CC1CC(C)CN(CC(=O)N2CCOCC2)C1 (stereo not drawn)	-3	-5	6	-14	0.4	-5	-1	14
COc1ccc(-c2oc3ncn(CCN4CCOCC4)c(=N)c3c2-c2ccc(OC)cc2)cc1	-4	1	9	-11	-2.6	-17	-2	-252
c1ccc(N2CCN(c3ccccc3)C2c2ccncc2)cc1	-2	11	8	-19	1.2	6	0	8
CCCc1[nH]n(-c2ccc(F)cc2)c(=O)c1C=Nc1ccc(C)cc1	4	4	-3	-13	17	-8	-8	40
COc1ccc(/C=C/C(=O)Nc2ccc3c(c2)OCCO3)cc1OC	-10	13	9	11	1.2	-13	-30	6
Cc1n[nH]c(=O)c2c(NC(=O)CSc3cc(Cl)ccc3Cl)oc(C)c12	-10	-1	2	9	0.0	-9	1	-3
O=C(c1cc(S(=O)(=O)N2CCOCC2)ccc1F)N1CCc2ccccc21	0	4	-18	5	-0.1	-7	1	-5
Cc1cccc(CN2CCCC(C(=O)c3ccc4c5c(cccc35)CC4)C2)n1 (stereo not drawn)	10	-4	13	5	4.7	3	-2	-94
COC(=O)C1CCN(CC(=O)Nc2ccc3c(c2)OCCO3)CC1	0	6	-24	-8	0.3	6	0	6
O=C(NC(NC(=O)c1ccccc1)C(=O)c1ccccc1)c1ccccc1	-3	4	-11	5	2.5	-4	-3	13
O=c1[nH]c(CN2CCN(c3ncccn3)CC2)nc2c(Br)cc(Br)cc12	3	-5	-9	-24	2.2	-3	-2	10
COc1ccccc1C(=O)OCC(=O)N1CCC(Cc2ccccc2)CC1	0	-1	0	-9	-0.4	-11	-2	14
CSCC[C@H](NC(=O)N1C[C@H]2C[C@@H](C1)c1cccc(=O)n1C2)C(=O)Nc1ccc(NC(C)=O)cc1	-2	1	-9	-4	-2.5	-21	-2	46*
CSc1ccc(S(=O)(=O)NCC(=O)OCC(=O)N2CCCC2=O)cc1[N+](=O)[O-]	1	1	-22	-10	-1.1	-5	1	15
CCC(=O)NNc1cc(=O)c2c(=O)n(C)c(=O)n(C)c2[nH]1	-6	10	-20	9	-1.3	-7	0	14
Cc1nc(-c2ccc(F)cc2)c(CC(=O)N(C)CC(=O)Nc2ccccc2Cl)s1	3	2	8	-16	-0.7	1	-1	8
COc1ccc(/C=C/C2=CC(C)(C)NC(=S)N2)cc1OC	-4	-10	9	-13	0.7	-1	0	-30
Cc1cc(NC(=O)CCC(=O)N(CCC(C)C)CC(=O)NCC2CCCO2)no1 (stereo not drawn)	2	1	-4	0	1.5	-16	1	28
COc1ccc(-c2nnc3ccc(SCC(=O)N4CCCC4)nn23)cc1	3	-2	18	1	0.4	-8	0	-27
COCCSc1nc2c(c(=O)[nH]c(=O)n2C)n1CCCc1ccccc1	-3	-13	37	-2	-1.3	-13	-1	8
COc1ccc(C(=O)Nc2cnn(Cc3c(F)cccc3Cl)c2)cc1OC	-22	2	19	-3	2.7	13	-1	17
CC(=O)Cc1nsc(NC(=O)c2ccc(COc3ccc(C)cc3)o2)n1	1	7	-29	-12	-1.0	-5	0	1
COc1cc(C(=O)NCC(=O)NC(C)CCc2ccccc2)cc(OC)c1OC (stereo not drawn)	-4	6	-2	-3	0.1	3	-2	9
CC(/C=N/NC(=O)CN1CCN(Cc2ccc(Cl)cc2)CC1)=C\c1ccco1	-6	-4	13	-19	-0.4	-9	-1	4

New compounds follow
Compound	HKDC1 inh	SENP7 block	PfGluPho inh	SENP6 inh	MPTP inh	ATG4B inh	GRIN3A LBD mod	SENP8 block
CN1C(=O)CC(Sc2ccccc2C(=O)O)C1=O (stereo not drawn)	10	2	-17	3	-2.0	9	-2	9
Fc1ccc(-c2nnc(SCc3ncc(-c4ccccc4)o3)n2CC2CCCO2)cc1 (stereo not drawn)	-1	9	5	-10	1.3	-8	2	12
CC(=O)N1C(=S)NC(=O)/C1=C1/C(=O)N(CC(=O)Nc2cccc(C)c2)c2ccccc21	8	6	-7	-36	0.6	-1	-7	14
O=C(COC(=O)Cc1ccc(F)cc1)Nc1ccc(Cl)cn1	-2	-11	4	-4	1.7	2	-2	14
CCCCC(=O)NC(=S)NNC(=O)c1ccc(Cl)cc1Cl	-15	·	13	·	51*	-8	1	12
CCN(CC)C(=O)Cn1c(=O)n(Cc2ccccc2Cl)c2c1c(=O)n(C)c(=O)n2C	-4	7	-23	-4	-1.4	-3	2	21
COC(=O)c1ccc(CSc2ccc3nnc(-c4cccc(F)c4)n3n2)o1	2	-13	42	-12	-2.0	-2	1	-216
CN1CCN(/C=N/c2c(C#N)cnn2C)CC1	-1	-12	2	-23	-1.7	-7	-2	5
Cc1ccc(N2CCCCn3c2nc2c3c(=O)[nH]c(=O)n2C)cc1	-5	9	-7	2	1.0	3	-2	-5
O=C(Oc1ccc(C(=S)N2CCC(O)CC2)cc1)c1ccc(Cl)cc1	-1	-2	13	-8	1.9	6	0	15
CCCc1nnc(NC(=O)CCC(=O)N2CCN(Cc3ccc(F)cc3)CC2)s1	1	6	-26	-8	1.8	10	-2	15
CCCc1nc2scc(-c3ccc(C)cc3)c2c(=O)n1N	4	2	5	-2	90*	-15	2	17
CC1SCC(NC(=O)c2cccc(Cl)c2)CS1 (stereo not drawn)	-4	-2	-11	-17	2.3	0	0	8
CCc1ccccc1NC(=O)CSc1nnc(CNC(=O)c2ccco2)n1C	-6	6	5	6	0.8	-4	1	-5

By substructure, the compounds so far with a COOH group.
Compound	HKDC1 inh	SENP7 block	PfGluPho inh	SENP6 inh	MPTP inh	ATG4B inh	GRIN3A LBD mod	SENP8 block
Cc1ccc(NC(=O)C(=O)NCCCN2CC(C(=O)O)CC2=O)cc1 (stereo not drawn)	-6	1	2	-30	-0.1	2	2	14
CC1=C(C)CC(C(=O)NC2CCCC2)C(C(=O)O)C1 (stereo not drawn)	3	-19	6	-7	-0.5	1	0	5
CN1C(=O)CC(Sc2ccccc2C(=O)O)C1=O (stereo not drawn)	10	2	-17	3	-2.0	9	-2	9
